Assay outcomes as filed in PubChem BioAssay.
LmPK inh: LmPK (Leishmania mexicana) enzyme inhibition. Q27686. purified LmPK, Kinase-Glo ATP luminescence, 1 h. Potency, µM (highest dose often 57.5 µM), inactives show at the top dose activity change, negative = inhibition, most hits filed as inhibitors. 290,000 compounds, 0.37% hits. AID 1721
Target sequence (Q27686 whole entry, looked up): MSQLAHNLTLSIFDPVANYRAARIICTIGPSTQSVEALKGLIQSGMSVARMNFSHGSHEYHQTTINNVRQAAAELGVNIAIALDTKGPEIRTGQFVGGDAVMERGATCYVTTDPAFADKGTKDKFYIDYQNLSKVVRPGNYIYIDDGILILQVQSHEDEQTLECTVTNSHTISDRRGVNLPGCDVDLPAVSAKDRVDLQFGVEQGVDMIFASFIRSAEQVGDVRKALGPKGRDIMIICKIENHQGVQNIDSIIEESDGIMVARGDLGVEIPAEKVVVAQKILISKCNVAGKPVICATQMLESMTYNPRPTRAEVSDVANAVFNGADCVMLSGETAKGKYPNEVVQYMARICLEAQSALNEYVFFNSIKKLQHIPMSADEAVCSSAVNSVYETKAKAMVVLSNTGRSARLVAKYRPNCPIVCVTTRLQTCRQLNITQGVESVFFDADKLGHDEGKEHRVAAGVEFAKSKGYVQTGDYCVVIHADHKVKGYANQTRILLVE
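Screened at intermediate enzyme activity to detect both inhibitors and activators: LmPK at 0.1 nM, with a 0.5 nM enzyme column as activation reference. PEP 0.5 mM, ADP 0.1 mM; ATP detected by luminescence after 1 h.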
Pf growth 48h: inhibits P. falciparum growth in the first generation, 48 h. P. falciparum luciferase growth in erythrocytes, 48 h. 310,000 compounds, 5.9% hits. Potency, µM (doses to about 28.7 µM), for the others: at the highest dose activity change, negative = inhibition, most hits filed as inhibitors. AID 504832
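Luciferase-expressing parasites in RBCs, 2% Hct / 0.1% parasitemia final; RPMI 1640 + 0.5% Albumax; 37 C, 5% CO2, one generation; luminescence read-out, lower signal = inhibition.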
Pf growth 96h: P. falciparum growth inhibition at 96 hour, primary screen for plastid delayed-death inhibitors. P. falciparum luciferase reporter growth, 96 h. Potency, µM (series often up to 28.7 µM), inactives show at the top dose activity change, negative = inhibition, actives largely listed as inhibitors. 320,000 compounds, 6.9% hits
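Two-generation exposure (96 h) targets delayed-death phenotype. Reporter parasites carrying integrated firefly luciferase, in red cells at 2% hematocrit and 0.05% parasitemia final, kept at 37 C, 5% CO2; luminescence loss indicates inhibition.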
Sm TGR block: blocks Schistosoma mansoni thioredoxin glutathione reductase | 360,000 compounds, 3% hits | purified TGR, DTNB reduction, TNB absorbance 405 nm | Potency, µM (top dose mostly 114 µM), without a hit: top-dose activity change, negative = inhibition, usual class: inhibitors | Q962Y6; also: nearly all actives have a fitted effect of over 60% in size
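TGR 20 nM + NADPH 100 uM (dispensed conc.), cpd preinc 15 min RT; start with NADPH (500 uM addition) then DTNB (15 mM addition). Kinetic TNB absorbance, 405 nm filter. Four-parameter Hill fit across titration.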
TbPYK inhibitor: T. brucei pyruvate kinase inhibition; TbPYK enzyme, Kinase-Glo Plus ATP luminescence, 45 min; Potency, µM (highest dose often 76.8 µM), for inactives: at the highest dose activity, negative = inhibition, hits mostly inhibitors; 410,000 compounds, 0.12% hits; AID 624173; also: nearly all actives have a fitted effect of over 50% in size
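Luminescence from Kinase-Glo Plus, added after a 45-minute room-temperature reaction, served as the end-point read-out. The enzyme and substrate were preincubated with compound before ADP (130 uM final) initiated turnover. Concentration-effect curves came from normalized qHTS data.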
HCV inhibitor: inhibitors of hepatitis C virus infection; Huh7.5.1 HCVcc-Cre infection, luciferase reporter, 44 h; Potency, µM (titrated, usually from 41.8 µM), for inactives: at the highest dose activity change, negative = inhibition, actives largely listed as inhibitors; 340,000 compounds, 3.4% hits
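A cell-based infection assay in which seeded cells (1,000 per well) receive test compound after 4 h, are inoculated with HCVcc-Cre at approximately 0.5 moi, and are incubated 44 h before luminescence detection.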
Active calls of the source: *; ? = inconclusive; . = no result given; [ ] = dose if it differs, or a comment. Calls follow the shape of the dose curve; as a rule, active = well fitted curve in the direction sought with a large enough effect; inconclusive = small, poorly fitted or top-dose-only effect, or another doubt; inactive = no such curve, though single readings can be large; an effect the other way counts as inactive or inconclusive. % is scaled to controls: 0 for no effect and ±100 for the full control effect; potency is read from the fitted curve at half-maximal effect.

SMILES	LmPK inh	Pf growth 48h	Pf growth 96h	Sm TGR block	TbPYK inhibitor	HCV inhibitor
COc1ccc(C(=O)Nc2ccc(NC(=O)Cc3ccccc3)cn2)cc1	8%	-3%	?	4%	-1%	-10%
Cc1cccc(C)c1NC(=O)CN	0%	-3%	36%[activator]	0%	1%	-16%
COc1ccc(CN2CCNC(=O)C2CC(=O)N(C)CCC2CCOCC2)c(OC)c1 (configuration not stated)	6%	18%	?	?	3%	20%
O=C(c1ccc(COc2ccccc2Cl)o1)N1CCOCC1	1%	17%	-20%	-4%	-4%	2%
CCCCNC(=O)C(CC)(ONc1ccccc1C(F)(F)F)c1ccccc1 (configuration not stated)	.	13µM*	?	-14%	-11%	-10%
CN(CC(=O)Nc1ccccc1Br)C(=O)Cn1[nH]c(=O)c2ccccc2c1=O	.	14%	-21%	-6%	2%	14%
O=C(Nc1ccc(Cl)cc1Cl)C1CCC(=O)N1Cc1ccccc1Cl (configuration not stated)	2%	?	8.3µM*	0%	-1%	7%
CCn1cc(C(=O)N2CCc3ccccc32)c(=O)c2cc(S(=O)(=O)N3CCCCCC3)ccc21	-1%	.	?	-23%	-3%	-23%
COc1ccccc1C(=O)Nc1ccc2c(c1)nc1n2CCN(Cc2ccccc2)C1	0%	?	?	?	4%	?
Cc1nnc(SCC(=O)Nc2nsc(-c3ccc(C(C)(C)C)cc3)n2)s1	4%	.	?	-1%	-5%	3%

An excerpt from above in order of length of the SMILES, lowest first:
SMILES	LmPK inh	Pf growth 48h	Pf growth 96h	Sm TGR block	TbPYK inhibitor	HCV inhibitor
O=C(c1ccc(COc2ccccc2Cl)o1)N1CCOCC1	1%	17%	-20%	-4%	-4%	2%
COc1ccc(C(=O)Nc2ccc(NC(=O)Cc3ccccc3)cn2)cc1	8%	-3%	?	4%	-1%	-10%
Cc1nnc(SCC(=O)Nc2nsc(-c3ccc(C(C)(C)C)cc3)n2)s1	4%	.	?	-1%	-5%	3%
COc1ccccc1C(=O)Nc1ccc2c(c1)nc1n2CCN(Cc2ccccc2)C1	0%	?	?	?	4%	?
CN(CC(=O)Nc1ccccc1Br)C(=O)Cn1[nH]c(=O)c2ccccc2c1=O	.	14%	-21%	-6%	2%	14%

Other results.
SMILES	LmPK inh	Pf growth 48h	Pf growth 96h	Sm TGR block	TbPYK inhibitor	HCV inhibitor
S=C(Nc1ccccc1)N1CCN(C(=S)c2ccccc2)CC1	0%	86%[activator]	3%	-5%	-11%	4%
Cc1ccc(C)c(NC(=O)C(OC(=O)c2ccc(CO)cc2)c2ccccc2)c1 (configuration not stated)	.	?	?	5%	-3%	-17%
COc1ccc(S(=O)(=O)Nc2ccc(Oc3ncccn3)c(Cl)c2)cc1	2%	0%	.	-20%	?	7%
COc1ccc(S(=O)Cc2ccc(C(=O)NC3CC3)o2)cc1 (configuration not stated)	-3%	11%	-5%	-33%	0%	12%
O=C(NCc1ccccc1)Nc1cccn(Cc2ccc(F)cc2)c1=O	3%	12%	22%	-17%	4%	?
CC(=O)N(c1ccccc1)C1CC(C)N(C(=O)c2ccccc2)c2ccccc21 (configuration not stated)	1%	0%	17%	7%	-14%	-29%
O=C(CCCCO)c1ccc(O)c(Cl)c1	.	-10%	104%[activator]	2%	2%	5%
O=C(CN1C(=O)NC2(CCCCCC2)C1=O)c1ccc(OC(F)F)cc1OC(F)F	.	?	?	-2%	2%	?
CSc1nc2cc3c(cc2n1C(=O)c1ccc(C)cc1)OCCO3	2%	58%[activator]	97%[activator]	8%	1%	4%
Cc1onc(-c2c(F)cccc2Cl)c1C(=O)N[C@@H]1C(=O)N2C(C(=O)O)C(C)(C)S[C@H]12 (some centres not stated)	.	?	-8%	-27%	-7%	-7%
COc1cc2c(cc1OC)C(c1ccco1)CC(=O)N2 (configuration not stated)	-1%	9%	?	8%	1%	-2%
CCn1c(SCC(=O)OC2CCCCC2)nc2ccccc2c1=O	0%	-1%	-18%	-2%	-5%	?
CC(C)(C)NC(=O)C(=O)NC(=O)c1c(F)cccc1Cl	0%	59%[activator]	59%[activator]	0%	-3%	-4%
CC(=O)c1c(C)nc(C)nc1NC(=O)Cc1ccccc1	-3%	-6%	22%	-12%	4%	9%
CCCOC(=O)CSC1=C(C#N)C(c2ccccc2OCC)C(C#N)C(=O)N1 (configuration not stated)	2%	-29%	9%	4%	-4%	-25%
CCC(C)(C)n1nnnc1C(c1ccc(O)c(OC)c1)N1CCN(c2nc3ccccc3s2)CC1 (configuration not stated)	6%	?	9%	0.71µM*	-17%	7%
O=C1CCCCC1c1cccc2ccccc12 (configuration not stated)	.	-3%	21%	-1%	1%	-10%
Cn1c(=O)n(CCCOc2ccc(Cl)cc2)c2ccccc21	1%	-8%	176%[activator]	-3%	4%	-5%
CC(C)C(NC(=O)Cc1ccccc1[N+](=O)[O-])C(C)C	0%	-3%	12µM*	-2%	0%	5%
CCOC(=O)c1ccc(NC(=S)NCC(O)c2ccccc2)cc1 (configuration not stated)	2%	?	0%	-17%	-2%	3%

One compound at a time, as listed above. Screens in order: LmPK inh, Pf growth 48h, Pf growth 96h, Sm TGR block, TbPYK inhibitor, HCV inhibitor
CC(=O)c1c(C)nc(C)nc1NC(=O)Cc1ccccc1 is listed with -3%, -6%, 22%, -12%, 4%, 9%
CCCOC(=O)CSC1=C(C#N)C(c2ccccc2OCC)C(C#N)C(=O)N1 (configuration not stated) is listed with 2%, -29%, 9%, 4%, -4%, -25%
Cn1c(=O)n(CCCOc2ccc(Cl)cc2)c2ccccc21 is listed with 1%, -8%, 176%[activator], -3%, 4%, -5%

The results go on.
SMILES	LmPK inh	Pf growth 48h	Pf growth 96h	Sm TGR block	TbPYK inhibitor	HCV inhibitor
CC(c1ccon1)N(C)Cc1cn(C)nc1-c1ccc2c(c1)OCCO2 (configuration not stated)	6%	0%	26%	0%	-1%	7%
CCOc1ccccc1OCCC(=O)OCC(=O)Nc1c(C)cc(C)cc1C	.	-3%	-3%	0%	-2%	4%
COC(c1ccccc1)c1nnc(CCC(=O)NC2CCCCC2)o1 (configuration not stated)	3%	13%	-28%	0%	2%	26%
CCOC(=O)C1CCN(Cc2cccc(OCc3ccccc3)c2)CC1	-1%	-5%	?	0%	-9%	2%
CCCOc1cccc(C(=O)Nc2cccnc2)c1	2%	-21%	?	-11%	-5%	-22%
Cc1nc2cc(-n3ccc(=O)cc3)ccc2n1-c1ccccc1	2%	-2%	.	-12%	2%	17%
O=C(NCC(c1ccco1)N1CCCC1)c1sc2ccccc2c1Cl (configuration not stated)	-6%	-13%	?	-14%	1%	?
O=C(Nc1cc(Cl)ccc1Cl)C1CCCO1 (configuration not stated)	-1%	-10%	19%	-10%	-1%	-19%
COCON1C(=O)CN(C(C)=O)C1c1ccc(Cl)cc1Cl (configuration not stated)	4%	12%	3%	19%	2%	-8%
CCOc1ccc(N2C(=O)CC(n3ccc(C)n3)C2=O)cc1 (configuration not stated)	-1%	10%	-2%	3%	-9%	13%

2 successive records from above, quoted:
SMILES	LmPK inh	Pf growth 48h	Pf growth 96h	Sm TGR block	TbPYK inhibitor	HCV inhibitor
COCON1C(=O)CN(C(C)=O)C1c1ccc(Cl)cc1Cl (configuration not stated)	4%	12%	3%	19%	2%	-8%
CCOc1ccc(N2C(=O)CC(n3ccc(C)n3)C2=O)cc1 (configuration not stated)	-1%	10%	-2%	3%	-9%	13%

(more compounds)
SMILES	LmPK inh	Pf growth 48h	Pf growth 96h	Sm TGR block	TbPYK inhibitor	HCV inhibitor
COc1ccc(C(CNC(=O)Cc2ccc(-c3ccccc3)cc2)N(C)C)cc1 (configuration not stated)	-1%	?	?	-13%	-6%	?
O=C(CSCc1cccc(Cl)c1)N1CCN(Cc2ccc3c(c2)OCO3)CC1	3%	.	7%	-3%	1%	-15%
O=C(NN1C(=O)c2ccccc2NC1c1ccco1)c1ccc([N+](=O)[O-])cc1 (configuration not stated)	-15%	11%	2%	14%	5%	-7%
Cc1ccc(C(=O)NC(=S)Nc2ccc(N3CCOCC3)cc2)cc1C	3%	-3%	?	-27%	2%	7.9µM*
O=c1[nH]c(O)c(C=NC2CCCCC2)c(=O)[nH]1	1%	19%	41%[activator]	9%	-12%	12%
COc1ccc(/C=C(\NC(=O)c2cccs2)C(=O)Nc2ccccc2C)cc1OC	-2%	4%	-5%	8%	6%	-7%
CC(C)Cn1c(SCC(=O)NCc2ccco2)nnc1-c1ccncc1	-2%	-2%	5%	.	8%	4%
O=C1CC(c2ccco2)Sc2ccccc2N1 (configuration not stated)	0%	1%[0.00184 µM]	22%	?	-3%	11%
CC(C)n1nnnc1SCC(=O)c1ccc2c(c1)OCCO2	0%	47%[activator]	194%[activator]	3%	-22%	0%
CCc1ccccc1NC(=O)CNC(=O)CCNC(=O)Nc1ccccc1	.	?	?	-1%	5%	-6%
CN(C(=O)CSc1ncnc2sc3c(c12)CCC3)C1CCS(=O)(=O)C1 (configuration not stated)	.	1%	5%	?	-27%	-24%
O=C(c1ccc(S(=O)(=O)N2CCOCC2)cc1)N1CCOCC1	0%	56%[activator]	0%	0%	-17%	21%
O=C(c1cc([N+](=O)[O-])cc([N+](=O)[O-])c1)N1CCN(Cc2ccc3c(c2)OCO3)CC1	-7%	?	?	-18%	0%	0%
Cc1cccc(C)c1NC(=O)C(NC=O)c1ccc(N(C)C)cc1 (configuration not stated)	-4%	26%	5%	-1%	0%	5%
CCCCCOc1ccc(NC(=O)c2cc(SC)ccc2Cl)cc1	1%	-23%	30%	-16%	4%	?
Cc1ccnc(NC(=O)c2ccc3c(c2)C(=O)N(CCC(C)C)C3=O)c1	-8%	23%	?	6%	1%	15%
COc1ccc(-c2cn3cccnc3n2)cc1NC(=O)c1ccc(Br)o1	1%	-9%	10µM*	21%	-2%	11µM*
Cc1ccc(/C=N\NC(=O)CC(=O)NCCc2ccccc2)cc1	-2%	2%	-13%	-1%	6%	13%
COC(=O)c1ccc2c(=O)n(Cc3ccc(C(=O)NC4CCCC4)cc3)c(=S)[nH]c2c1	1%	-1%	23%	-3%	-3%	?
C#CCOCCOCCOCCNc1nc(N2CCN(C(=O)[C@H]([C@@H](C)CC)n3cc(CCCN=C(N)N)nn3)CC2)nc(N2CCN(C(=O)[C@H](CCCCN)n3cc(CCCC)nn3)CC2)n1	6%	?	12µM*	-7%	-4%	-9%[8.37 µM]
Cc1cc(Cl)ccc1NC(=S)NCc1ccccc1	4%	-7%	2%	3%	-2%	?
CC(=O)Nc1ccc(S(=O)(=O)Oc2ccc(Br)cc2C(=S)N2CCOCC2)cc1	-5%	?	73%[activator]	3%	3%	-18%
COc1ccc(-c2nc3ccccc3c(=O)n2NC(=O)Cc2ccccc2)cc1	4%	-4%	78%[activator]	-19%	1%	-22%
COc1ccc(-c2nn(-c3ccccc3)cc2/C=C2/SC(=S)N(CCC(=O)O)C2=O)c(C)c1	0%	-2%	5.9µM*	6%	-17%	19%
Cn1c(SCc2nnc(-c3ccc(F)cc3)o2)nnc1C1COc2ccccc2O1 (configuration not stated)	3%	?	?	3%	-7%	2%
CC(=O)c1sc2nc(-c3cccs3)cc(C(F)(F)F)c2c1N	0%	-1%	.	1%	-5%	?
CN1C2=NCCN2C(=O)c2cc(Cl)ccc21	0%	0%	49%[activator]	-2%	-9%	1%
Cc1ccc(S(=O)(=O)NCC(=O)OCc2nnc(-c3ccccc3)o2)cc1C	3%	20%	.	-29%	-9%	-2%
COc1ccc(/C=C(/NC(=O)c2ccc(C)cc2)C(=O)NCc2ccncc2)cc1	8%	0%	0%	-1%	1%	3%
CCOc1cc(N2CCOCC2)c(OCC)cc1NC(=O)[C@H](C)NC(=O)c1ccco1	0%	-6%	?	-14%	5%	1%
CC(=O)c1cccc(NC(=O)/C(=C\c2cccnc2)NC(=O)c2ccccc2)c1	-1%	16%	20%	2%	1%	23%
CC(=O)N1N=C(c2ccco2)CC1c1ccco1 (configuration not stated)	-2%	-4%	-3%	-24%	2%	-15%
